Compound activity deposited in PubChem by National Center for Advancing Translational Sciences (NCATS).
Pf growth 96h = Primary qHTS for delayed death inhibitors of the malarial parasite plastid, 96 hour incubation | P. falciparum luciferase reporter growth, 96 h | Potency, µM (doses to about 28.7 µM), inactives show at the top dose activity change, negative = inhibition, hits mostly inhibitors | 320,000 compounds, 6.9% hits
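Cell-based qHTS: luciferase-tagged P. falciparum in erythrocytes (2% hematocrit, 0.05% parasitemia final) incubated with compounds for 96 hours, 37 C, 5% CO2; luciferase detection reagent then added and luminescence measured.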
Sm TGR inh = qHTS Assay for the Inhibitors of Schistosoma Mansoni Peroxiredoxins. Schistosoma mansoni thioredoxin glutathione reductase (TGR), Q962Y6. purified TGR, DTNB reduction, TNB absorbance 405 nm. Potency, µM (doses to about 114 µM), for inactives: at the top dose activity change, negative = inhibition, actives largely listed as inhibitors. 360,000 compounds, 3% hits. AID 485364, 2010; note: nearly all actives have a fitted effect of over 60% in size
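Kinetic colorimetric format: TGR-catalysed, NADPH-driven DTNB reduction monitored via TNB absorbance. Enzyme dispensed at 20 nM; compound exposure 15 min at room temperature before reaction start.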
Tb PYK inh = qHTS of Trypanosoma Brucei Inhibitors | 410,000 compounds, 0.12% hits | TbPYK enzyme, Kinase-Glo Plus ATP luminescence, 45 min | pyruvate kinase (Trypanosoma brucei), Q57TT1 | Potency, µM (titrated, usually from 76.8 µM), without a hit: top-dose activity, negative = inhibition, most hits filed as inhibitors; note: nearly all actives have a fitted effect of over 50% in size
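Quantitative HTS: titrated library compounds versus trypanosomal pyruvate kinase in TEA buffer (pH 7.2) containing KCl, MgCl2, BSA and Tween-20. Reactions were initiated with ADP, 130 uM final. Kinase-Glo Plus luminescence was read after 45 min at RT.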
HCV inhibitor = qHTS Assay for Inhibitors of Hepatitis C Virus (HCV) | Potency, µM (highest dose often 41.8 µM), without a hit: at the highest dose activity change, negative = inhibition, usual class: inhibitors | AID 651820, 2012 | 340,000 compounds, 3.4% hits | Huh7.5.1 HCVcc-Cre infection, luciferase reporter, 44 h
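Antiviral activity was scored by luciferase reporter output from cells infected with HCVcc-Cre (~0.5 moi) in presence of compound, 44 h infection period, cells seeded 1,000/well 4 h prior.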
LmPK inhibitor = qHTS Assay for Inhibitors of Leishmania Mexicana Pyruvate Kinase (LmPK); purified LmPK, Kinase-Glo ATP luminescence, 1 h; Potency, µM (series often up to 57.5 µM), without a hit: top-dose activity change, negative = inhibition, usual class: inhibitors; 290,000 compounds, 0.37% hits; AID 1721, 2009
Target sequence (Q27686 whole entry, looked up): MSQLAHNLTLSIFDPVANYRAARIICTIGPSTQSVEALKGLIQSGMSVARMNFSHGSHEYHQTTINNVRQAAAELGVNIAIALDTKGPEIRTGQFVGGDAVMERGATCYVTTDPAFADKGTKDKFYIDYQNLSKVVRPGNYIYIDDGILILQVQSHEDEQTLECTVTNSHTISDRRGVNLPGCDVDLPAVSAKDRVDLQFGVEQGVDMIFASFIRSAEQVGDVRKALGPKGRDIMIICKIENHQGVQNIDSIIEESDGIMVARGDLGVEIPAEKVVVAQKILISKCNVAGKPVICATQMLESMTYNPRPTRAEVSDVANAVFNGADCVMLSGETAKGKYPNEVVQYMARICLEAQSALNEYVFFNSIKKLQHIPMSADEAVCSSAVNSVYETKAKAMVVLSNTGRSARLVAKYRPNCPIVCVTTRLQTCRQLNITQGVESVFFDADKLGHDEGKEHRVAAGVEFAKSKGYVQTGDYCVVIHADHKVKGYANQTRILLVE
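Pyruvate kinase activity monitored as ATP production (luciferase luminescence). Conditions: 0.1 nM enzyme, 0.5 mM PEP, 0.1 mM ADP, 1 h, RT; normalized against uninhibited and no-enzyme wells.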
Pf growth 48h = Primary qHTS for delayed death inhibitors of the malarial parasite plastid, 48 hour incubation | 310,000 compounds, 5.9% hits | Potency, µM (titrated, usually from 28.7 µM), inactives show at the highest dose activity change, negative = inhibition, actives largely listed as inhibitors | AID 504832, 2011 | P. falciparum luciferase growth in erythrocytes, 48 h
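Erythrocytes infected with P. falciparum carrying an integrated firefly luciferase reporter (2% hematocrit, 0.1% parasitemia final) were exposed to compounds in RPMI 1640 with 0.5% Albumax at 37 C, 5% CO2. Growth inhibition was scored as reduced luminescence.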
The depositor's hits bear a star; & = joins results of further samples; [ ] = remark or other dose. Calls come from the whole dose curve; as a rule, active = well fitted curve in the direction sought with a large enough effect; inconclusive = small, poorly fitted or top-dose-only effect, or another doubt; inactive = no such curve, though single readings can be large; an effect the other way counts as inactive or inconclusive. % is set by controls: 0 for no effect and ±100 for the full control effect; potency is the fitted concentration of half-maximal effect.

Screening CCN(c1ccccc1)S(=O)(=O)c1cc2c3c(c1)C(C)C(=O)N3CCC2 (centres undefined) returned Pf growth 96h 6%, Sm TGR inh 9%, Tb PYK inh 1%, HCV inhibitor -14%, LmPK inhibitor 2% and Pf growth 48h inconclusive.
Cc1ccc(N2CCOCC2)c2c1C(=O)c1ccccc1C2=O was read as Pf growth 96h inconclusive, Sm TGR inh 6%, Tb PYK inh -8%, HCV inhibitor inconclusive, LmPK inhibitor -14% and Pf growth 48h inconclusive.
Screening CCN(CC)S(=O)(=O)c1ccc(N2CCCC2)c(NC(=O)C2CSC3(C)CCC(=O)N23)c1 (centres undefined) returned Pf growth 96h inconclusive, Sm TGR inh -10%, Tb PYK inh -4%, HCV inhibitor -14%[8.37 µM] and Pf growth 48h inconclusive.
`CC(NC(=O)OC1CCCCC1)N1C(=O)C2C3C=CC(C3)C2C1=O` (centres undefined) gave Pf growth 96h inconclusive, Sm TGR inh 4%, Tb PYK inh 4%, HCV inhibitor 4%, LmPK inhibitor -1% and Pf growth 48h 7%.
Screening Cc1ccc(-c2cc(C(F)F)n3ncc(C(=O)Nc4cn(C)nc4C)c3n2)cc1 returned Pf growth 96h -2%, Sm TGR inh 0%[57.1 µM], Tb PYK inh 3%, HCV inhibitor -5%, LmPK inhibitor -3% and Pf growth 48h inconclusive.
`COc1ccc(C2/C=C\CN(S(=O)(=O)/C=C/c3ccccc3)CC(=O)N2Cc2ccc(F)cc2)cc1` (centres undefined) gave Pf growth 96h inconclusive, Sm TGR inh -1%, Tb PYK inh 1%, HCV inhibitor -23%, LmPK inhibitor 3% and Pf growth 48h inconclusive.
Screening Cc1sc2ncnc(NCC3(N4CCOCC4)CCCCC3)c2c1C returned Pf growth 96h 1.9µM*, Sm TGR inh 0%, Tb PYK inh 3%, HCV inhibitor 9% and LmPK inhibitor 3%.
Screening Cn1cc(S(=O)(=O)CC(=O)N2CCc3ccccc32)c2ccccc21 returned Pf growth 96h -29%, Sm TGR inh -9%, Tb PYK inh 4%, HCV inhibitor 7% and LmPK inhibitor 12%.
`CCN(CC(=O)Nc1c(F)cccc1F)C(=O)CCCOc1ccc(OC)cc1` gave Pf growth 96h 2%, Sm TGR inh 8%, Tb PYK inh 1%, HCV inhibitor 1% and Pf growth 48h inconclusive.
For CN(Cc1ccccc1)C(=O)CCS(=O)(=O)c1ccc2c(c1)NC(=O)CS2 the results were Pf growth 96h inconclusive, Sm TGR inh -6%, Tb PYK inh 2%, HCV inhibitor 8%, LmPK inhibitor -2% and Pf growth 48h 6%.
For COc1cc2c(cc1OC)C(C(=O)Nc1ccc(F)c(Cl)c1)CC(=O)N2 (centres undefined) the results were Pf growth 96h -15%, Sm TGR inh 3%, Tb PYK inh 0%, HCV inhibitor -6%, LmPK inhibitor 1% and Pf growth 48h 10%.
`Cn1c(N)c(C(=O)CSc2nn(-c3ccccc3)c(=S)s2)c(=O)n(C)c1=O` gave Pf growth 96h 6%, Sm TGR inh -1%, Tb PYK inh 2%, HCV inhibitor 10µM* and Pf growth 48h 15%.
Screening CC(C)c1ccc(/C=N/NC(=O)c2cccc(Cl)c2)cc1 returned Pf growth 96h inconclusive, Sm TGR inh -5%, Tb PYK inh -5%, HCV inhibitor 7.1µM*, LmPK inhibitor -20% and Pf growth 48h 8%.
COc1ccc(NS(=O)(=O)c2cccc(-c3nnc(-c4ccccc4)o3)c2)cc1 was read as Pf growth 96h inconclusive, Sm TGR inh -6%, Tb PYK inh -15%, HCV inhibitor inconclusive, LmPK inhibitor -9% and Pf growth 48h inconclusive.
For O=C(Nn1c(C2CC2)nc2ccccc2c1=O)c1ccco1 the results were Pf growth 96h -12%, Sm TGR inh -21%, Tb PYK inh 2%, HCV inhibitor -3%, LmPK inhibitor -5% and Pf growth 48h -14%.
For O=C(NCc1cccnc1)C1CCCN(S(=O)(=O)c2ccccc2)C1 (centres undefined) the results were Sm TGR inh inconclusive, Tb PYK inh -6%, HCV inhibitor 19%, LmPK inhibitor 6% and Pf growth 48h 15%.
Screening N#CC1=C(N)C(C#N)(C#N)[C@H](c2ccoc2)[C@H]2CN(Cc3ccccc3)CC=C12 returned Pf growth 96h inconclusive, Sm TGR inh inconclusive, Tb PYK inh -1%, HCV inhibitor -7%&-26%, LmPK inhibitor 0% and Pf growth 48h inconclusive.
`O=C(NCc1ccc(F)cc1)c1ccncc1` gave Pf growth 96h 6.6µM*, Sm TGR inh 10%, Tb PYK inh 8%, HCV inhibitor 2%, LmPK inhibitor -7% and Pf growth 48h -13%.
For O=C(Nc1ccc(-c2ccccc2)cc1)c1ccccc1 the results were Pf growth 96h inconclusive, Sm TGR inh 2%, Tb PYK inh -6%, HCV inhibitor -12%, LmPK inhibitor 4% and Pf growth 48h 31%.
For COc1cc(C(=O)NC(=S)Nc2ccc(Cc3ccncc3)cc2)cc(OC)c1OC the results were Pf growth 96h 40%[activator], Sm TGR inh inconclusive, Tb PYK inh -6%, HCV inhibitor inconclusive, LmPK inhibitor -2% and Pf growth 48h 10µM*.
Screening Cc1c(C)c2ccc(OCC(=O)Nc3ccc(CN4CCOCC4)cc3)cc2oc1=O returned Pf growth 96h inconclusive, Sm TGR inh 8%, Tb PYK inh -4%, HCV inhibitor -22%, LmPK inhibitor 1% and Pf growth 48h inconclusive.
`O=C(COC(=O)CCC(=O)c1ccc(F)cc1)Nc1ccccc1` gave Pf growth 96h 23%, Sm TGR inh 6%, Tb PYK inh 9%, HCV inhibitor -28%, LmPK inhibitor 6% and Pf growth 48h 49%[activator].
`CC(C)Oc1ccc(Cc2n[nH]c(=S)n2Cc2ccccc2)cc1Cl` gave Pf growth 96h inconclusive, Sm TGR inh 0%, Tb PYK inh -21%, HCV inhibitor -10%, LmPK inhibitor -4% and Pf growth 48h inconclusive.
C=CCc1cc(/C=C2/NC(=O)N(CC(=O)OC)C2=O)cc(OC)c1O was read as Pf growth 96h inconclusive, Sm TGR inh -33%, Tb PYK inh 3%, HCV inhibitor inconclusive, LmPK inhibitor -4% and Pf growth 48h inconclusive.
`CCOc1ccc(N(CC(=O)Nc2ccccc2)S(C)(=O)=O)cc1` gave Pf growth 96h 3%, Sm TGR inh 8%, Tb PYK inh -15%, HCV inhibitor 3%, LmPK inhibitor 1% and Pf growth 48h 41%[activator].
`Clc1nc2ccccc2nc1-c1ccccc1` gave Pf growth 96h 7%, Sm TGR inh 3%, Tb PYK inh 2%, HCV inhibitor 24%, LmPK inhibitor 2% and Pf growth 48h -3%.
Screening CC(C)CN(CCCNC(=O)CN1C(=O)COc2ccc(S(=O)(=O)N3CCCCCC3)cc21)CC(C)C returned Pf growth 96h inconclusive, Sm TGR inh -4%&-3%, Tb PYK inh 0%&4%, HCV inhibitor 3%, LmPK inhibitor -6% and Pf growth 48h inconclusive.
`Cc1cccnc1NC(=O)c1ccc2c(c1)NC(=O)C(C)S2` (centres undefined) gave Pf growth 96h 20%, Sm TGR inh 2%, Tb PYK inh 3%, HCV inhibitor 20% and Pf growth 48h -1%.
Screening CC(C)c1ccc(NC(=O)c2cc([N+](=O)[O-])ccc2N2CCOCC2)cc1 returned Pf growth 96h -43%, Sm TGR inh 6%, Tb PYK inh 1%, HCV inhibitor -18%, LmPK inhibitor 1% and Pf growth 48h inconclusive.
For C=CCN1C(=O)c2ccc(C(=O)N(C)CC(=O)Nc3cccc(F)c3)cc2C1=O the results were Pf growth 96h 13%, Sm TGR inh 5%, Tb PYK inh 3%, HCV inhibitor -1%, LmPK inhibitor -3% and Pf growth 48h 20%.
For Cn1nc(-c2ccc(Cl)cc2)c2cc(C(=O)NCC3CCCO3)sc21 (centres undefined) the results were Pf growth 96h -3%, Sm TGR inh 11%, Tb PYK inh 3%, HCV inhibitor inconclusive and LmPK inhibitor 3%.
`CC(C)c1nnc(SCc2ccc(CSc3nnc(C(C)C)n3N)cc2)n1N` gave Pf growth 96h 0%, Sm TGR inh -31%, Tb PYK inh -3%, HCV inhibitor 5%, LmPK inhibitor 2% and Pf growth 48h -7%.
Screening O=C(C1CCC(Cn2c(=O)[nH]c3ccccc3c2=O)CC1)N1CCN(c2ccccc2)CC1 (centres undefined) returned Pf growth 96h inconclusive, Sm TGR inh -7%, Tb PYK inh -9%, HCV inhibitor -11%[8.37 µM], LmPK inhibitor 1% and Pf growth 48h -16%.
`O=S(=O)(Nc1nc2ccc(Cl)cc2s1)c1cccs1` gave Pf growth 96h 5%, Sm TGR inh -7%, Tb PYK inh -12%, HCV inhibitor 20%, LmPK inhibitor -2% and Pf growth 48h 4%.
For N/C(Cc1ccc([N+](=O)[O-])cc1)=N\OC(=O)c1cccc(Br)c1 the results were Pf growth 96h 10%, Tb PYK inh 4%, HCV inhibitor 9%, LmPK inhibitor 4% and Pf growth 48h inconclusive.
O=C(N/N=C/c1c[nH]c2ccc(Br)cc12)c1ccccn1 was read as Pf growth 96h inconclusive, Sm TGR inh -3%, Tb PYK inh 3%, HCV inhibitor -10%, LmPK inhibitor 1% and Pf growth 48h 46%[activator].
Screening O=C(Oc1ccccc1-c1nnco1)c1ccccc1 returned Pf growth 96h 14%, Sm TGR inh 6%, Tb PYK inh -4%, HCV inhibitor 4%, LmPK inhibitor 2% and Pf growth 48h 23%.

For reference, part of the list above.
For Cn1nc(-c2ccc(Cl)cc2)c2cc(C(=O)NCC3CCCO3)sc21 (centres undefined) the results were Pf growth 96h -3%, Sm TGR inh 11%, Tb PYK inh 3%, HCV inhibitor inconclusive and LmPK inhibitor 3%.
`CC(C)c1nnc(SCc2ccc(CSc3nnc(C(C)C)n3N)cc2)n1N` gave Pf growth 96h 0%, Sm TGR inh -31%, Tb PYK inh -3%, HCV inhibitor 5%, LmPK inhibitor 2% and Pf growth 48h -7%.
Screening O=C(C1CCC(Cn2c(=O)[nH]c3ccccc3c2=O)CC1)N1CCN(c2ccccc2)CC1 (centres undefined) returned Pf growth 96h inconclusive, Sm TGR inh -7%, Tb PYK inh -9%, HCV inhibitor -11%[8.37 µM], LmPK inhibitor 1% and Pf growth 48h -16%.
`O=S(=O)(Nc1nc2ccc(Cl)cc2s1)c1cccs1` gave Pf growth 96h 5%, Sm TGR inh -7%, Tb PYK inh -12%, HCV inhibitor 20%, LmPK inhibitor -2% and Pf growth 48h 4%.
For N/C(Cc1ccc([N+](=O)[O-])cc1)=N\OC(=O)c1cccc(Br)c1 the results were Pf growth 96h 10%, Tb PYK inh 4%, HCV inhibitor 9%, LmPK inhibitor 4% and Pf growth 48h inconclusive.
O=C(N/N=C/c1c[nH]c2ccc(Br)cc12)c1ccccn1 was read as Pf growth 96h inconclusive, Sm TGR inh -3%, Tb PYK inh 3%, HCV inhibitor -10%, LmPK inhibitor 1% and Pf growth 48h 46%[activator].
Screening O=C(Oc1ccccc1-c1nnco1)c1ccccc1 returned Pf growth 96h 14%, Sm TGR inh 6%, Tb PYK inh -4%, HCV inhibitor 4%, LmPK inhibitor 2% and Pf growth 48h 23%.
